Screening results from PubChem BioAssay.
GDH-TPI counter: GDH-TPI coupling enzyme inhibitors, primary screen, artefact control for M. tuberculosis FBA inhibitor project, biochemical, absorbance, full deck. GDH-TPI coupled enzyme counterscreen, NADH absorbance. inhibition, % at 4.8 µM. hit rate 1.2% among 360,000;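 note: 0% = DMSO wells and 100% = wells lacking the enzyme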
PrPC surface inh: inhibitors of human cell surface prion protein PrPC, primary screen, cell-based, TR-FRET | inhibition, % at 13.8 µM | TR-FRET read-out | AID 720596, 2013 | hit rate 0.43% among 370,000; in the data active = inhibition above about 24%; note: 0% = median of the test wells and 100% = reference compound wells
CCHF vOTU inh: CCHFV vOTU protease inhibitors, primary screen, biochemical, Pep-AMC substrate, fluorescence; hit rate 0.55% among 370,000; inhibition, % at 11.5 µM; AID 651958, 2012; Crimean-Congo hemorrhagic fever virus L polyprotein viral ovarian tumor (vOTU) protease …; note: 0% = vehicle wells with enzyme and 100% = no enzyme wells
UGM FP inh: M. tuberculosis UGM enzyme inhibitors, primary screen, biochemical, fluorescence polarization, single point; UDP-galactopyranose mutase (Mycobacterium tuberculosis (strain ATCC 25618 / H37Rv)), …; purified UGM, fluorescence polarization probe displacement; inhibition, % at 10 µM; hit rate 0.06% among 320,000; AID 504406, 2011; in the data active = inhibition above about 10%, passing the limit was not always enough; inconclusive = no clear call, values can overlap the other calls
Target sequence (P9WIQ1 whole entry, looked up): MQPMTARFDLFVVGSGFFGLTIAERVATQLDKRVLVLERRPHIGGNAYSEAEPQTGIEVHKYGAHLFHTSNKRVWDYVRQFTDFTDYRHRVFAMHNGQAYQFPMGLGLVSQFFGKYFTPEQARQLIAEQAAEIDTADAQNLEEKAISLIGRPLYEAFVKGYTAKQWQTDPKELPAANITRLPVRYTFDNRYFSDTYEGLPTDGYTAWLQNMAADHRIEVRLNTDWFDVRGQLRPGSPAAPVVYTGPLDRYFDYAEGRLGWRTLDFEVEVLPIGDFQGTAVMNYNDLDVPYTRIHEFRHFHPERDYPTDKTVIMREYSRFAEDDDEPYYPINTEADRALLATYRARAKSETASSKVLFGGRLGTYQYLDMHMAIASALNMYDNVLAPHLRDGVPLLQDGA
BoNT F protease: BoNT/F light chain protease inhibitors, primary screen, biochemical, flow cytometry, MLPCN library; inhibition, % at 10 µM; Multiplex microsphere protease cleavage assay; hit rate 0.22% among 360,000; in the data active = inhibition above about 35%, passing the limit was not always enough; inconclusive = no clear call, values can overlap the other calls; note: plate controls were buffer without enzyme for full effect and enzyme alone for no effect
BioA inh: M. tuberculosis BioA enzyme inhibitors, primary screen, biochemical, plate reader, single point, HTS; 7,8-diaminopelargonic acid synthase BioA (Mycobacterium tuberculosis); purified M. tuberculosis BioA enzyme; inhibition, % at 9.99 µM; hit rate 0.096% among 360,000; in the data active = inhibition above about 40%; inconclusive = no clear call, values can overlap the other calls
FadD28 FP inh: inhibitors of FadD28 bisubstrate probe binding, primary screen, biochemical, fluorescence polarization, single point; inhibition, % at 12.5 µM; hit rate 0.22% among 360,000; in the data active = inhibition above about 8.5%, passing the limit was not always enough; inconclusive = no clear call, values can overlap the other calls
Mtb FBA inh: Mtb FBA enzyme inhibitors, primary screen, biochemical, fluorescence, strain H37Rv | hit rate 2.3% among 360,000 | inhibition, % at 1 µM | purified M. tuberculosis FBA, fluorescence read-out | Fructose-bisphosphate aldolase (Mycobacterium tuberculosis (strain ATCC 25618 / H37Rv)), …; in the data active = inhibition above about 27%;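 note: 0% = vehicle and 100% = reference inhibitor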
Target sequence (P9WQA3 whole entry, looked up): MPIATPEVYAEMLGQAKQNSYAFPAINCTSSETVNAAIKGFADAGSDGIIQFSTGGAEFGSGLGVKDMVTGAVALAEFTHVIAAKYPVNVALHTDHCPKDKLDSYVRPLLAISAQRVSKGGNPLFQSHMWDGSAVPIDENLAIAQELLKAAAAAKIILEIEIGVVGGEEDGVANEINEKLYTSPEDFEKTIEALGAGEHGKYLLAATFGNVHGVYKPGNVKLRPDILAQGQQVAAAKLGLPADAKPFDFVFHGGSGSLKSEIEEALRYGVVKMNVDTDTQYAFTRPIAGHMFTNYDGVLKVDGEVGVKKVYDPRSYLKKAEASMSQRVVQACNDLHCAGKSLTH
BoNT-A LC inh2: BoNT/A light chain protease inhibitors, primary screen, biochemical, flow cytometry, MLPCN library. Botulinum neurotoxin type A light chain protease (Clostridium botulinum A str. ATCC 3502). multiplex microsphere protease substrate cleavage. inhibition, % at 10 µM. hit rate 0.17% among 360,000. AID 588499, 2011; in the data active = inhibition above about 30%; inconclusive = no clear call, values can overlap the other calls; note: plate controls were buffer without enzyme for full effect and enzyme alone for no effect
* marks the source's active call; other numbers are inactive results; ? = inconclusive; / = no result given. Cut-off read from the data, not from the text of the source, unless noted: active = inhibition above about 30%; inactive = the rest.

Second line of a record: CCHF vOTU inh	BoNT-A LC inh2	FadD28 FP inh	Mtb FBA inh	GDH-TPI counter	PrPC surface inh	UGM FP inh	BioA inh	BoNT F protease
C/C(=N\NC(=O)c1nn(C)cc1Br)c1ccc(NC(=O)c2ccncc2)cc1
 : -9	0.3	0.4	0	16	-5	0.5	5.8	-4
Cc1ccc2c(c1C)NC(C)CC2C (stereo not drawn)
 : -1	0.3	0.8	1	2	-5	-0.9	-0.3	1
COc1ccc(/C=C(/NC(=O)c2ccco2)C(=O)Nc2cccc(C(=O)O)c2)cc1
 : -3	0.7	-3.4	-3	29	-9	0.2	0.0	8
CCCCN(C)C(=O)c1nc2ccccn2c1CN1CCN(C(=O)c2cccs2)CC1
 : -9	0.7	-2.9	-4	9	-6	-1.1	/	0
CCCC(=O)c1c[nH]c(C(=O)NCc2cccnc2)c1
 : -7	-0.1	-3.1	2	-3	2	0.7	/	1
CCCCN1C(=O)C(CC(=O)NCCCCc2ccccc2)CC(C(=O)N(C)C)=C1C (stereo not drawn)
 : -2	0.0	0.4	1	15	8	/	-2.8	-6
Cc1ccnc2nc(C(=O)Nc3nccs3)nn12
 : 6	0.1	-1.1	2	12	4	1.7	/	-7
CC1(C(=O)Nc2cccc3cccnc23)CCN1C(=O)CC1CC1 (stereo not drawn)
 : 5	0.2	-0.4	1	11	-2	/	1.9	1
O=C(NCC(c1ccc(F)cc1)N1CCOCC1)c1ccc(Br)o1 (stereo not drawn)
 : 1	0.1	-0.7	2	3	-2	2.4	2.8	2
O=C(NCC(=O)N1CCCCCC1)c1ccc(Br)cc1
 : -12	-2.7	-1.3	4	-4	-3	-5.5	0.2	?
CCN(CC)CCN(C(=O)CN1C(=O)c2ccccc2C1=O)c1nc2cc3c(cc2s1)OCO3
 : 1	-0.1	-2.6	-2	-1	-4	-1.9	0.3	5
CCc1ccc(N(C(=O)c2snc(C(N)=O)c2N)C(C(=O)NC2CCCC2)c2ccncc2)cc1 (stereo not drawn)
 : -1	-5.3	-2.1	8	4	-1	-0.9	-1.6	13
COc1ccc(/C=C2\SC(=S)N(CCC(=O)N3CCCCC3)C2=O)cc1
 : -4	2.6	-1.0	0	1	-4	0.4	0.4	-4
CNC(=O)/C(=C/c1ccc2c(c1)OCO2)NC(=O)c1ccc(Br)cc1
 : -6	-0.6	-1.0	-4	13	-6	-1.3	/	-6
CCCn1c(N)c(C(=O)CN2CCN(S(=O)(=O)c3cccc(Cl)c3)CC2)c(=O)[nH]c1=O
 : 0	-1.1	-2.4	2	15	1	-0.5	-1.2	-3
COC(=O)C1=C(c2ccc(F)cc2OCc2ccccc2)C[C@@H]2CC[C@H]1N2C(=O)N1CCOCC1
 : 3	-0.3	-3.2	0	6	4	-0.3	0.3	-3
CCc1ccc(NC(=O)c2ccc(F)c(S(=O)(=O)N(CC)c3ccccc3)c2)cc1
 : 5	0.3	-2.1	-3	-1	11	2.7	0.8	1
Cn1nc(-c2ccccc2)c(CSc2cccc(Cl)c2)c1Cl
 : 0	-0.8	0.0	7	-8	-4	3.5	-2.0	-3
Nc1nnn(CC(=O)N/N=C/c2ccco2)n1
 : -12	-2.5	-2.7	-8	-5	5	1.4	-2.2	?
CCCC12CN3CC(C)(CN(C1)C31C(=O)Nc3ccc(C)cc31)C2=O (stereo not drawn)
 : -4	1.2	0.6	-3	8	-6	-1.1	2.2	12
O=C(Nc1cccc(C(=O)N2CCCC2)c1)C1CC1
 : -8	-0.3	-0.2	1	11	1	/	0.6	-5
O=C(NC1CCCc2ccccc21)C1CCN(S(=O)(=O)c2cnc[nH]2)CC1 (stereo not drawn)
 : 1	1.1	0.2	-3	3	1	2.6	-3.5	0
CC(=O)c1ccc(N2CCN(C(=O)Cn3cnc(S(=O)(=O)N4CCCCC4)c3)CC2)cc1
 : 12	-1.5	-0.2	2	24	-2	-0.9	19	-5
Cc1ccccc1CSc1nnc(-c2ccccc2)c(=O)[nH]1
 : -2	-0.8	0.4	3	9	10	0.8	/	-4
O=C(COc1ccc2ccccc2c1Br)NCc1ccccn1
 : 13	-0.4	-2.1	-1	-2	12	0.5	/	0
Cc1ccccc1NS(=O)(=O)c1ccc(OCCNS(C)(=O)=O)cc1
 : -17	-0.1	0.1	0	7	6	-0.4	/	-7
N#Cc1cccc(S(=O)(=O)NCC(=O)OCC(=O)c2ccc[nH]2)c1
 : 11	-0.9	-0.4	1	11	4	1.2	/	-3
Cc1ccc(S(=O)(=O)N2CCCCC2)cc1NC(=O)c1ccc2ccccc2n1
 : -7	-0.1	0.4	4	0	-3	2.1	/	3
O=S(=O)(c1ccc(Cl)cc1)c1ccc(Cl)cc1
 : 3	-1.0	-2.9	-1	2	3	3.5	4.8	-14
CC(=O)c1ccc(N2CCN(C(=O)c3ccc(Cn4c(=S)[nH]c5ccc(N6CCOCC6)cc5c4=O)cc3)CC2)cc1
 : -12	0.5	-2.7	7	26	7	-2.1	-1.8	2

Some of the entries so far, field by field.
Cc1ccc2c(c1C)NC(C)CC2C (stereo not drawn)
  CCHF vOTU inh: -1
  BoNT-A LC inh2: 0.3
  FadD28 FP inh: 0.8
  Mtb FBA inh: 1
  GDH-TPI counter: 2
  PrPC surface inh: -5
  UGM FP inh: -0.9
  BioA inh: -0.3
  BoNT F protease: 1

COc1ccc(/C=C(/NC(=O)c2ccco2)C(=O)Nc2cccc(C(=O)O)c2)cc1
  CCHF vOTU inh: -3
  BoNT-A LC inh2: 0.7
  FadD28 FP inh: -3.4
  Mtb FBA inh: -3
  GDH-TPI counter: 29
  PrPC surface inh: -9
  UGM FP inh: 0.2
  BioA inh: 0.0
  BoNT F protease: 8

(listing goes on)
Second line of a record: CCHF vOTU inh	BoNT-A LC inh2	FadD28 FP inh	Mtb FBA inh	GDH-TPI counter	PrPC surface inh	UGM FP inh	BioA inh	BoNT F protease
Cc1nnsc1C(=O)NNC(=O)Nc1ccccc1
 : 7	0.0	-2.8	6	3	4	2.4	/	-5
COc1ccc(C2=C3C(=O)OCC3Cc3ncn(Cc4ccccc4)c32)cc1 (stereo not drawn)
 : 1	0.1	-11	-1	27	-17	-0.5	-1.3	-4
Cc1ccc(N=C2C(=O)Nc3ccc(Br)cc32)cc1
 : 2	-2.0	-1.9	1	6	-6	-1.6	-2.4	-4
CC1CCc2sc(C(=O)N3CCN(c4ncccn4)CC3)cc2C1 (stereo not drawn)
 : 1	-2.3	2.9	2	3	6	2.0	-0.4	-1
CCOC(=O)C1CN(S(=O)(=O)c2ccccc2)c2cc(S(=O)(=O)CC)ccc2O1 (stereo not drawn)
 : -2	-0.8	0.8	0	-2	-3	-0.5	0.9	0
COc1ccccc1NS(=O)(=O)c1cc(NC(=O)c2ccccc2C)ccc1N1CCOCC1
 : 19	/	-2.4	-1	1	9	/	-1.4	/
COC(=O)C1=C(c2cccc(OCc3ccccc3)c2)C[C@@H]2CC[C@H]1N2C(=O)NCc1ccc(N(C)C)cc1
 : 1	-0.8	-6.5	1	-4	10	-4.6	0.2	-5
COc1ccc(C(=O)Nc2c(N)nc(SCC(=O)Nc3ccc(NC(C)=O)cc3)[nH]c2=O)cc1OC
 : -2	0.5	-3.1	-1	-12	4	-0.5	-1.8	2
NC(=O)NC(CC(=O)NNC(=O)c1ccccn1)c1ccc(Cl)cc1 (stereo not drawn)
 : -6	1.7	-4.4	-2	9	9	0.4	-0.6	4
O=C(Oc1ccc2c3c(c(=O)oc2c1)CCCC3)c1ccco1
 : -245	0.2	-1.2	99*	-6	3	-0.2	1.0	0
CCOC(=O)c1cc(OC)c2cccc(CN3CCCC(C)(C(=O)NCCOC)C3)c2c1 (stereo not drawn)
 : -3	-0.2	-3.6	0	7	6	/	0.9	0
N/C(=N\O)c1ccc(N2CCN(c3ncccc3C(F)(F)F)CC2)nc1
 : -3	-0.8	-0.6	-1	11	20	2.8	/	-8
Cc1cccc(OCCC(=O)Nc2ccc(S(=O)(=O)N3CCCC3)cc2)c1
 : 14	0.7	-0.1	-3	-4	6	-1.7	-1.9	0
Cc1ccc(N(CCC#N)C(=O)CSc2nc3ccccc3c(=O)[nH]2)cc1
 : -2	-0.6	-2.4	5	-5	9	-2.2	-0.3	-11
C/C(CCc1ccc2c(c1)OCO2)=N\NC(=S)NC(C)C
 : 13	-1.7	-0.9	-1	-5	1	0.5	0.6	-11
Cc1ccc(NC(=O)c2ccc3ccccc3n2)cc1S(=O)(=O)N(C)C
 : -4	-0.5	-2.0	0	8	5	-0.2	-0.6	-4
O=C(OCC(=O)N1CCCC1=O)c1cc(Cl)ccc1O
 : -4	-2.4	-1.2	6	2	-3	0.5	-0.1	-11
COc1ccc(OCC(=O)NNC(=S)NC(=O)C2CCCCC2)cc1
 : 13	3.9	-2.9	-1	6	0	-1.0	1.0	-3
Cc1ccccc1C(=O)Nc1sc2c(c1C(=O)O)CCC2
 : 16	-1.0	-2.1	2	2	-9	3.7	/	0
COc1cc(CC(NC(C)=O)C(=O)NC2CCN(c3c(Cc4ccccc4)c(C)nc4ncnn34)CC2)cc(OC)c1 (stereo not drawn)
 : -11	-1.6	-2.5	2	10	-4	-2.2	-0.6	-3
Cc1cc(N2CCCCC2)n2nc(C)c(-c3ccccc3)c2n1
 : 1	0.0	-0.9	2	14	9	-2.0	2.6	?
Cc1nc2cc(C(F)(F)F)ccc2n1C1CCN(CC(=O)NC(C)(C)C)CC1
 : -12	0.4	-3.8	2	-2	-7	2.3	-1.7	8
O=S1(=O)N[C@H](Cc2ccccc2)COc2cccc(N3CCSCC3)c21
 : 12	-0.2	/	/	/	1	/	/	4
O=C(NC(=S)NCc1ccccc1)c1ccccc1F
 : 10	-2.4	-0.3	2	5	0	1.4	-1.9	-9
CC[C@@H]1[C@H]2CCCC(=O)N3CC[C@@H](C[C@H]1O)[C@@H]23
 : 7	0.4	-0.3	4	1	-6	-1.9	-1.7	4
COc1ccc2c(c1OC)C(=O)N(c1nccs1)C2
 : 8	0.5	-0.7	12	-1	-1	0.1	-0.2	-1
O=C(CCNS(=O)(=O)c1cccs1)NCc1ccco1
 : 0	-0.4	-1.0	-4	2	0	1.1	-1.6	14
O=C(COC(=O)c1ccccc1NC(=O)c1ccccc1)c1ccc([N+](=O)[O-])cc1
 : 2	-0.8	0.5	3	2	0	-2.7	-2.3	4
COc1ccc(CSc2nnc(C)n2N)cc1Br
 : 0	-0.3	-1.1	0	-3	1	0.4	-0.6	-1
